PLC-gamma1 inh – PLC-gamma1 (human) inhibition, primary screen; P19174; purified PLC-gamma1, fluorogenic substrate, fluorescence; inhibition, % at 12.2 µM; hit rate 0.84% among 370,000; AID 720700; in the data active = inhibition above about 9.5%
ADAM10 inh – ADAM10 inhibition, QFRET primary screen; O14672; recombinant ADAM10, EDANS/DABCYL FRET peptide cleavage, 3 h; inhibition, % at 7 µM; hit rate 0.62% among 370,000;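 active = inhibition above a per-campaign cutoff equal to the mean of compounds falling between control-based bounds plus 3 SD, cut at about 20% in these data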;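 note: 0% = DMSO wells while the 100% control is not disclosed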
PLC-beta3 inh – PLC-beta3 (human) inhibition, primary screen | Q01970 | Purified PLC-beta3, fluorogenic substrate, fluorescence | AID 720704 | hit rate 0.18% among 370,000 | inhibition, % at 12.2 µM; in the data active = inhibition above about 11%;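 note: 0% = median of compound wells on plate and 100% = full blocker control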
Tn6 DDE FP – inhibitors of Tn6 peptide binding to human fibrin DD(E) | P02675 | Fibrin DD(E) TRITC-Tn6 fluorescence polarization displacement | inhibition, % at 8.3 µM | hit rate 0.21% among 370,000 | AID 720509;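 active = inhibition above a per-campaign cutoff: mean of compounds within control limits plus 3 SD, cut at about 15% in these data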;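 note: 0% = median of all compound wells on the plate and 100% = blocking peptide control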
Target sequence (P02675 whole entry, looked up): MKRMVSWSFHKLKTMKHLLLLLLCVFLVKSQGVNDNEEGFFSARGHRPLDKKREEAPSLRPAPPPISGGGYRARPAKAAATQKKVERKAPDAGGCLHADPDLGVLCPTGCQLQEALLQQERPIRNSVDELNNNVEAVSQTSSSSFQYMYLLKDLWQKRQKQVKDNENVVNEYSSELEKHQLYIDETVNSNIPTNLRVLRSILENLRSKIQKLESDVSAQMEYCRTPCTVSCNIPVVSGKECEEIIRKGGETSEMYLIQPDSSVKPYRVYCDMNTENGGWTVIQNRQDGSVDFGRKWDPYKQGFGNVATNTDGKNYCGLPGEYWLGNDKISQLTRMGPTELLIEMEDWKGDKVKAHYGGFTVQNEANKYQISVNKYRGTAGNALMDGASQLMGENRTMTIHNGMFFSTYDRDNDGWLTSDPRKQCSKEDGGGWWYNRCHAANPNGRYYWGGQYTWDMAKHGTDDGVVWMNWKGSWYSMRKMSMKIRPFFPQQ
TDP2 absorb – TDP2 (human) inhibition, absorbance primary screen. AID 720702. O95551. inhibition, % at 12.8 µM. hit rate 0.34% among 370,000. recombinant TDP2, T5PNP hydrolysis, p-nitrophenol absorbance 415 nm;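 active = inhibition above the mean of all tested compounds plus 3 SD, set per campaign, cut at about 25% in these data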;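 note: 0% = DMSO with enzyme and 100% = buffer with substrate but no TDP2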
Target sequence (O95551 whole entry, looked up): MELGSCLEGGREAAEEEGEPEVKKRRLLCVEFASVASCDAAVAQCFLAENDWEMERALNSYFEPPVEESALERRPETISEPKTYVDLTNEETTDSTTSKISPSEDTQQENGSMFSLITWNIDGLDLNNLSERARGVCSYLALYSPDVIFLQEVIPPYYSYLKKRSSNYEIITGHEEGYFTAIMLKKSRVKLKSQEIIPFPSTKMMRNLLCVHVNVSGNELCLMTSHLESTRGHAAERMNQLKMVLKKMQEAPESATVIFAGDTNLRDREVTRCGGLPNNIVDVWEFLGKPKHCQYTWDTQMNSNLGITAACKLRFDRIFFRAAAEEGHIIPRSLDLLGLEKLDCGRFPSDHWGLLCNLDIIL
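Test system: Human TDP2 enzyme | Reagent: 5 mM T5PNP | Compound dosing: 12.8 µM single point, 1% DMSO | Incubation: Enzyme reaction with compound for 2 h at 37 °C | Technique: p-Nitrophenol epi absorbance | Read-out: % inhibition relative to enzyme-containing and enzyme-free wells | Benchmarks: High control without enzyme, low control DMSO plus TDP2 | Replicates: Singlicate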
ADAM17 inh – inhibitors of human ADAM17. recombinant ADAM17, EDANS/DABCYL FRET peptide cleavage. inhibition, % at 6.95 µM. hit rate 0.83% among 370,000. AID 720648;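 active = inhibition above the mean of compounds lying between control limits plus 3 SD, set per campaign, cut at about 8.5% in these data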;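 note: 0% = DMSO-only wells as the low control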
SIAE primary – human SIAE inhibition, primary screen; Q9HAT2; SIAE FP-Rh probe binding, fluorescence polarization; inhibition, % at 9.66 µM; hit rate 0.69% among 370,000;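 active = inhibition above a cutoff: mean of compounds within the control limits plus 3 SD of those, cut at about 17% in these data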;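 note: 0% = plate median of compound wells and 100% = probe without SIAE protein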
ASAP1 inh – blocks human ASAP1-stimulated Arf1 GTP hydrolysis. Q9ULH1. GDP FP detection. inhibition, % at 16.5 µM. hit rate 0.19% among 360,000. AID 624377; in the data active = inhibition above about 25%;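 note: 0% = vehicle with enzyme and substrate and 100% = no enzyme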
ARFGAP1 inh – inhibits rat ARF GTPase activating protein 1 | Q62848 | Arfgap1-stimulated ARF1 GTP hydrolysis, GDP FP detection | inhibition, % at 16.5 µM | hit rate 0.26% among 360,000 | AID 651572;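 active = inhibition above a per-plate limit, mean inhibition of low control wells plus 3 SD, cut at about 25% in these data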;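 note: 0% = DMSO wells with enzyme and 100% = wells lacking Arfgap1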
Target sequence (Q62848 1-136 limits assumed): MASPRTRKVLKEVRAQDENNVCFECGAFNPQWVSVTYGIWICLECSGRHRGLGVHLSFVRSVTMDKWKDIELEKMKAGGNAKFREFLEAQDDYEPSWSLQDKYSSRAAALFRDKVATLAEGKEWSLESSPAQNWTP
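Assay system: Rat Arfgap1 GAP domain (His6, aa 1-136), purified enzyme | Buffer or medium: HEPES 25 mM pH 7.5, NaCl 150 mM, MgCl2, DTT | Schedule: GTP hydrolysis reaction 2 h at 25 °C | Signal: FP of antibody-bound GDP Alexa 633 tracer, ex 620/em 688 nm | Measure: Percent inhibition of Arfgap1-stimulated GTP hydrolysis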
DDE Tn7 FP inh – disrupts Tn7 cyclic peptide binding to fibrin D-Dimer-E complex | P02675 | FP displacement of FITC-Tn7 peptide from fibrin DD(E); 0% = median of compound wells per plate | inhibition, % at 8.3 µM | hit rate 0.13% among 370,000;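 active = inhibition above the mean of compounds falling within the control limits plus 3 SD of them, cut at about 14% in these data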;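 note: 0% = plate median of compound wells and 100% = 10 µM Aha-Tn7 peptide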
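Assay system: Human clot-derived fibrin DD(E) complex | Buffer or medium: Tris/NaCl/CaCl2 buffer, pH 7.8 | Repeats: One replicate per compound | Benchmarks: Aha-Tn7 high control | Measure: % inhibition scaled between sample-field median and high-control FP | Schedule: 10 min plus 3 h, room temperature | Signal: Fluorescence polarization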
Starred values were filed as active, the others as inactive.

PLC-gamma1 inh,ADAM10 inh,PLC-beta3 inh,Tn6 DDE FP,TDP2 absorb,ADAM17 inh,SIAE primary,ASAP1 inh,ARFGAP1 inh,Structure,DDE Tn7 FP inh
-1,0,-3,-1,-10,3,6,11,12,COc1ccccc1NC(CC(=O)c1ccccc1)C(=O)OCC(=O)c1ccc(F)cc1 (stereo not drawn),-4
0,-2,-11,1,0,4,0,4,5,Cc1cc(=O)n2[nH]c(SCc3ccc(Cl)cc3)nc2n1,8
-2,3,-4,3,9,-2,8,4,7,Cc1ccccc1-n1ncc2c1CC(C)(C)CC2NC(=O)CSc1ccncc1 (stereo not drawn),6
2,0,-4,-7,7,-1,6,8,1,Cc1ccc(C)c(NC(=O)C2CCCN(S(=O)(=O)c3c(C)nn(C)c3C)C2)c1 (stereo not drawn),7
-1,3,-3,4,-8,2,-12,-14,4,Cc1ccc(NC(=O)CC2C(=O)N(Cc3ccccc3)C(=S)N2NC(=O)c2ccccc2)c(C)c1 (stereo not drawn),0
-2,-16,-1,3,8,-3,-5,-8,-1,CC(=NCC1CCCO1)c1c(O)[nH]c(=O)[nH]c1=O (stereo not drawn),2
3,4,3,4,-5,0,0,-4,4,Cc1ccc(C)c(NC(=S)N(CCc2nc3cc(C)c(C)cc3[nH]2)Cc2cccnc2)c1,-7
3,6,2,11,-6,5,-4,6,8,CCOC(=O)C1=CN(Cc2cccc(F)c2)S(=O)(=O)N(C)C1CCc1ccccc1 (stereo not drawn),6
-24,-87,-33,-3,-11,-25,-6,2,-3,CCCN(C(=O)CSCc1ccc(Cl)cc1)c1c(N)n(Cc2ccccc2)c(=O)[nH]c1=O,-4
0,7,-6,-15,-14,5,0,5,-7,CSCc1cc(N(C)C)nc(SCc2ccc(Cl)c(Cl)c2)n1,-2
0,18,-3,-3,1,2,7,20,1,CCOC(=O)c1sc(=S)n(Cc2ccccc2)c1N,7
1,-13,-2,-4,-3,-1,2,9,2,Cn1c(=S)[nH]c2cccnc21,5
1,8,7,-5,2,3,0,15,11,CCO[C@H]1OC(C(=O)NCc2nc3ccccc3[nH]2)=C[C@@H](c2ccc(Br)cc2)[C@@H]1CCCO,-7
2,7,5,5,-9,4,-5,-9,-4,CC(C)CNC(=O)c1ccc(NC(=O)c2ccccc2[N+](=O)[O-])cc1,4
-3,1,-10,4,7,-4,-3,1,14,OC(CNCc1ccccc1)c1ccccc1 (stereo not drawn),10
0,-4,-2,0,7,-1,6,-14,-7,CC1(C(=O)NS(=O)(=O)c2ccc(F)cc2F)CCN1C(=O)C1(c2ccc(Cl)cc2)CCC1 (stereo not drawn),9
0,-11,3,6,8,0,2,-1,6,CC1CN(C(=O)CCC(=O)NC(C)c2ccccc2)c2cc(Cl)ccc2O1 (stereo not drawn),2
0,-11,-1,-2,1,-4,-3,-4,-4,COc1ccccc1N(C)C(=O)c1cc(S(=O)(=O)N2CCCC2)cn1C,-10
0,-5,2,-4,5,-5,5,-4,-13,CC(=O)Nc1cccc(-c2ccnc3c2CC(C(=O)NC(C)C)O3)c1 (stereo not drawn),6
2,5,7,6,3,-2,7,6,2,COc1ccc(N2CCN(CCNC(=O)c3nnc(Cc4c(F)cccc4Cl)o3)CC2)cc1,6
2,-9,0,-3,1,-4,1,-1,6,Cc1ccccc1C(=O)NC(CC(C)C)C(=O)Nc1cccc(S(=O)(=O)N(C)C)c1 (stereo not drawn),-6
-237,-7,-321,4,0,0,-7,5,3,CCOC(=O)Nc1cc2c(c(N)n1)N=C(c1ccccc1)CN2,2
5,8,-1,-6,-19,1,-5,-6,-3,CC(C)(CCC(=S)N1CCOCC1)C1CCCCC1,0
1,-6,-5,-7,-8,-1,-2,10,8,Cc1ccsc1/C=N/NC(=S)NCCc1ccccc1,-3
-7,-4,-12,4,-11,2,1,-5,-5,NC(=O)CSc1ccc(S(=O)(=O)N2CCOCC2)cn1,1

Reformatted: entries from further up.
Values run as follows: PLC-gamma1 inh	ADAM10 inh	PLC-beta3 inh	Tn6 DDE FP	TDP2 absorb	ADAM17 inh	SIAE primary	ASAP1 inh	ARFGAP1 inh	DDE Tn7 FP inh
CCOC(=O)c1sc(=S)n(Cc2ccccc2)c1N
→ 0	18	-3	-3	1	2	7	20	1	7
Cn1c(=S)[nH]c2cccnc21
→ 1	-13	-2	-4	-3	-1	2	9	2	5
CCO[C@H]1OC(C(=O)NCc2nc3ccccc3[nH]2)=C[C@@H](c2ccc(Br)cc2)[C@@H]1CCCO
→ 1	8	7	-5	2	3	0	15	11	-7
CC(C)CNC(=O)c1ccc(NC(=O)c2ccccc2[N+](=O)[O-])cc1
→ 2	7	5	5	-9	4	-5	-9	-4	4

Additional records.
PLC-gamma1 inh,ADAM10 inh,PLC-beta3 inh,Tn6 DDE FP,TDP2 absorb,ADAM17 inh,SIAE primary,ASAP1 inh,ARFGAP1 inh,Structure,DDE Tn7 FP inh
5,5,1,0,8,1,-3,6,-7,c1ccc2c(c1)nnn2CNc1nccs1,9
9,12,-1,5,-9,4,3,2,5,Cc1[nH]c2ccc(OC(=O)N3CCOCC3)cc2c1C(=O)OC(C)C,1
-4,2,-12,-5,5,-1,21*,12,1,N=C1S/C(=C\c2ccco2)C(=O)N1c1ccc2c(c1)OCO2,1
-7,-1,-16,-1,-1,-2,-6,9,6,Cc1nc(N2CCN(Cc3ccc(Cl)cc3)CC2)c2oc3ccccc3c2n1,5
-2,-8,-1,-2,-4,-3,-3,11,-8,CC1(C)CC(=O)C2=C(C1)N=c1s/c(=C/c3ccc(F)c(F)c3)c(=O)n1C2c1ccc(F)cc1 (stereo not drawn),9
2,5,5,-2,6,2,-3,2,2,O=c1cnnc(Nc2ccccc2F)[nH]1,2
1,-3,2,8,7,0,-1,14,-6,CCN1CCCC1CNS(=O)(=O)c1ccc(C(=O)Nc2ccccc2)cc1 (stereo not drawn),1
-1,-6,-2,1,7,0,0,7,-1,Cc1ccc(CCNC(=O)c2cc(S(=O)(=O)N3CCCCC3)c[nH]2)cc1,5
-3,-21,-12,5,-5,-8,-3,-6,-2,CCOC(=O)c1cn2nc(Oc3ccccc3)ccc2n1,1
-14,-11,-17,4,-2,-10,-18,-1,2,CCC(C)(C)n1nnnc1CN1CCN(c2nc3ccc(C)cc3cc2C#N)CC1,7
-2,2,-6,-3,4,-6,-2,-4,6,O=c1[nH][nH]cc1C=Nc1ccccc1O,8
-22,-68,-27,9,-2,-23,0,16,-1,Cc1ccc(S(=O)(=O)c2c(N)n(CCN3CCOCC3)c3nc4ccccc4nc23)cc1C,-2
7,-4,-3,-3,4,-1,1,3,14,COc1ccc(CNC(N)=O)cc1OC,-2
-2,-3,-6,5,10,1,-1,9,13,CCOC(=O)C1=C(COC(=O)CCCOc2ccccc2)NC(=O)NC1C (stereo not drawn),7
0,-10,-1,3,-4,3,8,-4,-4,Cc1[nH]c2ccccc2c1-c1csc(NC(=O)CN2CCOCC2)n1,0
-11,1,-7,-7,0,-1,6,4,11,c1ccc(CN2CCC(=NNc3nc4ccccc4[nH]3)CC2)cc1,-5
-5,13,-12,-3,-13,9.0*,-17,-10,9,CCc1cccc(NC(=O)COC(=O)C2CCN(c3ccc(C(F)(F)F)cn3)CC2)c1,2
3,-2,-8,5,-10,-5,-1,4,-3,CS(=O)(=O)c1ccc2nnn(OCC(=O)Nc3cccc(C#N)c3)c2c1,-1
5,-4,-5,6,2,3,3,-9,3,C/C(=N/NS(=O)(=O)c1cccc([N+](=O)[O-])c1)c1c[nH]c2ccccc12,-4
2,3,-2,6,8,-7,3,-21,-2,Cc1cc(NC(=O)c2cncc(Br)c2)ccc1NC(=O)c1cc2ccccc2o1,7
3,4,4,-10,-7,3,6,6,9,O=C(NCc1ccccc1)[C@@H]1CCCN1C(=O)[C@H]1CCCN1C(=O)c1ccc(F)c(C(F)(F)F)c1,-6
2,-3,-4,-10,14,-3,-9,11,4,Cc1ccc(S(=O)(=O)C2(C(=O)NCCc3ccccc3)CC2)cc1,-8
3,-1,5,-10,8,-3,11,0,11,Cc1noc(C)c1CN1C(=O)NC2(CCCCCCC2)C1=O,-7
-1,-1,-2,-2,-5,-4,1,12,-6,Fc1cccc(CCN2CCNC[C@@H]2c2ccccc2)c1,-3
-11,-8,-28,2,36*,-4,26*,10,-13,COc1cc(CNc2ccc(O)cc2)cc(Br)c1OCc1ccccc1,2
3,2,-3,-5,-3,-5,8,3,-3,OC(CNCCc1ccc(Cl)cc1Cl)COc1ccccc1 (stereo not drawn),-3
-10,-5,-8,-1,11,-4,8,1,-6,CCOc1ccc(/C=C2\SC(=S)N(Nc3ccccc3)C2=O)cc1OC,3

Single records, from the list above. Values in the order: PLC-gamma1 inh, ADAM10 inh, PLC-beta3 inh, Tn6 DDE FP, TDP2 absorb, ADAM17 inh, SIAE primary, ASAP1 inh, ARFGAP1 inh, DDE Tn7 FP inh
Entry for `COc1cc(CNc2ccc(O)cc2)cc(Br)c1OCc1ccccc1` → -11, -8, -28, 2, 36*, -4, 26*, 10, -13, 2
Entry for `Cn1c(=S)[nH]c2cccnc21` → 1, -13, -2, -4, -3, -1, 2, 9, 2, 5
Entry for `CCN1CCCC1CNS(=O)(=O)c1ccc(C(=O)Nc2ccccc2)cc1` (stereo not drawn) → 1, -3, 2, 8, 7, 0, -1, 14, -6, 1
Entry for `Cc1ccccc1-n1ncc2c1CC(C)(C)CC2NC(=O)CSc1ccncc1` (stereo not drawn) → -2, 3, -4, 3, 9, -2, 8, 4, 7, 6
Entry for `COc1ccc(CNC(N)=O)cc1OC` → 7, -4, -3, -3, 4, -1, 1, 3, 14, -2
